Assay outcomes: PubChem, Broad Institute
miR122 inh: blocks miR-122 activity in Huh7 sensor cells; Huh7 miR-122 Renilla luciferase sensor, 48 h; neutral wells = 0, positive control = 100; activation (reporter increase), % at 12.5 µM; 340,000 tested, 0.3% active;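 active = mean replicate activation score at least 90 and every replicate individually at or above 90; inconclusive = only one of the two criteria met; inactive = neither criterion met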;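 also: higher luciferase means less miR-122 activity so hits act as miR-122 inhibitors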
ERAP1 HTS inh: blocks human ERAP1 aminopeptidase activity. Q9NZ08. recombinant ERAP1, Leu-AMC fluorescence, 60 min. inhibition, % at 10.7 µM. 340,000 tested, 0.15% active;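 active = mean replicate inhibition of at least 30%, or all replicates individually reaching that 30% level; inactive = mean below 30% and not every replicate reaching it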;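 also: 0% = neutral control wells and 100% = L-leucinethiol positive control wells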
Target sequence (Q9NZ08 whole entry, looked up): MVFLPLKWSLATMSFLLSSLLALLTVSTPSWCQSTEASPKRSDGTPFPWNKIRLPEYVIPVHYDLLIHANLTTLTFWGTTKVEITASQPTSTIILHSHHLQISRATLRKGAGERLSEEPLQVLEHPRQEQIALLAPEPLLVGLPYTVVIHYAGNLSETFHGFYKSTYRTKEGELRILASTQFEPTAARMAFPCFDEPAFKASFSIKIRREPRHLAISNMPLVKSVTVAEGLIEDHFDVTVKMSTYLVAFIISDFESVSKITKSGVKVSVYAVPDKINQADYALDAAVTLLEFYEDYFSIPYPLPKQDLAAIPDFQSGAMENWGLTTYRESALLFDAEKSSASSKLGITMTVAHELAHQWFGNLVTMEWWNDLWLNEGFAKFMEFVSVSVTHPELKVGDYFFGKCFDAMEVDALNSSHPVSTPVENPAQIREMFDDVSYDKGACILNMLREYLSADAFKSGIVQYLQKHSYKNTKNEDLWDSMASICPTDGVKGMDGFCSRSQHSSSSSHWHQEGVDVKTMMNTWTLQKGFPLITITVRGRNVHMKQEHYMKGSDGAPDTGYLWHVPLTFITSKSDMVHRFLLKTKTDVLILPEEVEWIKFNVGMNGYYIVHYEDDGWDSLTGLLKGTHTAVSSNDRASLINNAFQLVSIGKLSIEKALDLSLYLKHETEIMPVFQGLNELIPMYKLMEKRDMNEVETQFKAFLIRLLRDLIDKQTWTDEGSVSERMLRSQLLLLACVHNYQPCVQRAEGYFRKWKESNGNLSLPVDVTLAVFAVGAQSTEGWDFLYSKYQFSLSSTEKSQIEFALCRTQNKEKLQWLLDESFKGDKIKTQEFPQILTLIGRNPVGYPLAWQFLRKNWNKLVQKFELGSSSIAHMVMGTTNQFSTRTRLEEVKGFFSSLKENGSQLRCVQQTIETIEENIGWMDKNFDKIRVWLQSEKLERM
ERp5 inh: inhibitors of human ERp5; Q15084; ERp5 insulin aggregation, absorbance 650 nm, 90 min; inhibition, % at 9.99 µM; 350,000 tested, 0.05% active; AID 651711;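 active = mean replicate inhibition above about 25%, with every replicate also reaching it, limit read from the data, passing the limit was not always enough; inconclusive = only one of those two criteria met; inactive = neither criterion met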
F508del corr: correctors of CFTR F508del function in bronchial epithelial cells. CFBE cells, YFP halide quenching; stimulated with forskolin plus potentiator P3; % fluorescence drop versus neutral controls. activity (quench increase), % at 7.58 µM. 350,000 tested, 0.36% active;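 active = mean added fluorescence quench of at least 8% versus neutral control, with both replicates also reaching 8%; inconclusive = only one of the mean or replicate conditions met; inactive = mean below 8% and not both replicates reaching 8%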;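 also: cells transiently co-express mutant CFTR-F508del with the halide-sensitive YFP; corrector assay measuring rescue of mutant channel to the surface after 24 h compound exposure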
SIRT5 inh: blocks human SIRT5 desuccinylation of peptide. Q9NXA8. Purified SirT5, succinyl-peptide AMC, trypsin-coupled fluorescence. inhibition, % at 15 µM. 330,000 tested, 1.1% active. AID 652115; in the data active = inhibition above about 15%; inconclusive = no clear call, values can overlap the other calls
Casp6 inh: blocks human caspase-6 cleavage activity | P55212 | purified caspase-6, Z-VEID-R110 cleavage fluorescence | inhibition, % at 12.5 µM | 350,000 tested, 0.53% active | AID 686996;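 active = mean inhibition across replicates at least about 35%, with every replicate also reaching that limit, limit read from the data; inconclusive = only one of the two criteria met; inactive = neither criterion met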;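 also: 0% = median of neutral control wells and 100% = no fluorescence left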
DENV2 CPE rescue: inhibitors of DENV2 cytopathic effect; DENV2-infected cells, cytopathic effect rescue, plate reader; 350,000 tested, 1.7% active; CPE inhibition, % at 9.99 µM; in the data active = CPE inhibition above about 20%, passing the limit was not always enough; inconclusive = no clear call, values can overlap the other calls; tested in BHK-21 cells;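 also: 0% = median of neutral control wells and 100% = median of positive control wells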
The depositor's hits bear a star; ? = inconclusive; . = not tested or not shown; & = joins results of further samples; ! = a repeat was not active; [ ] = another dose, or the depositor's remark.

SMILES | miR122 inh | ERAP1 HTS inh | ERp5 inh | F508del corr | SIRT5 inh | Casp6 inh | DENV2 CPE rescue
Cc1cc(F)ccc1-c1cc(C(=O)N2CCN(c3ccncc3)CC2)[nH]n1 | 3 | 1 | 3 | -0.1 | . | -3 | -6
CC(C)CC(O)C1CCN(C(=O)CCc2nnc(-c3ccccc3)o2)CC1 (stereo not given) | . | . | 9 | -0.5 | -3 | -1 | -7
CCCN(C)C[C@H]1Oc2cc(-c3cccc(C#N)c3)ccc2S(=O)(=O)N([C@H](C)CO)C[C@H]1C | -3[16.7 µM] | -1 | 5 | -0.5 | -6 | -1 | 4
COCCN(C(=O)c1ccccc1F)c1nc(-c2ccc(OC)cc2)cs1 | . | -2 | -7 | -2.2 | -3 | -1 | ?
COC(=O)c1cccc(N(CC(=O)NC2CCCCC2)C(=O)CNC(=O)c2cccs2)c1 | -3 | 1 | 2 | 2.9 | -3 | -1 | 4
OC(c1ccc(F)cc1)c1nc(-c2ccncc2)cs1 (stereo not given) | 6 | 1 | 4 | 3.2 | -7 | -1 | 10
CCOc1ccccc1/C=c1\sc2ncnn2c1=O | -3 | 3 | -1 | . | -5 | 3 | .
C[C@@H]1CCCCO[C@H](CN(C)C(=O)Cc2ccccc2)[C@@H](C)CN([C@@H](C)CO)C(=O)c2cc(NC(=O)Nc3ccc(F)cc3)ccc2O1 | -8[16.7 µM] | -4 | 2 | 1.3 | 2 | 1 | 16
CCN(CC)c1ccc(C(=O)N/N=C(\C)c2cccnc2)cc1 | . | -2 | -2 | 4.7 | 1 | -6 | ?
C[C@@H]1CN([C@@H](C)CO)C(=O)c2cc(NC(=O)CCCCCC(=O)Nc3ccccc3N)ccc2O[C@@H]1CN(C)Cc1ccncc1 | . | 2 | 9 | -2.7 | . | -1 | -8
O=C(/C=C/c1ccco1)N(Cc1ccccc1)C1CCS(=O)(=O)C1 (stereo not given) | -1 | . | -10 | 0.7 | -4 | -2 | -7
C[C@@H]1CCCCO[C@H](CN(C)S(=O)(=O)c2cn(C)cn2)[C@H](C)CN([C@@H](C)CO)C(=O)c2cc(NC(=O)CCCN(C)C)ccc2O1 | 3[16.7 µM] | 0 | 2 | -1.5 | -5 | -2 | -10
COC(=O)[C@H](CC(C)C)NC(=O)CC[C@H]1O[C@@H](n2ccc(=O)[nH]c2=O)[C@H](O)[C@@H]1O | 0 | -1 | -8 | 1.6 | 1 | -1 | -14
CN(C(=O)CN1C(=O)S/C(=C\c2ccc(F)cc2)C1=O)C1CCS(=O)(=O)C1 (stereo not given) | 3 | 6 | 1 | -1.3 | 5 | -1 | -4
Cc1ccc(Oc2ccc3c(c2)C(=O)N(c2ccc(S(=O)(=O)Nc4nccs4)cc2)C3=O)cc1 | . | 0 | 2 | -3.4 | -3 | 1 | 1
O=C(O)COc1ccccc1/C=N/NC(=O)c1cc2ccccc2cc1O | 14 | 2 | -8 | -1.4 | 4 | 6 | 1
C#CC1CCCCC1NC(=O)Nc1cnccc1C(F)(F)F (stereo not given) | -4 | . | -1 | -0.9 | 1 | 1 | -2
CCC(=O)N(C)C[C@@H]1Oc2cc(-c3ccc(C)cc3)ccc2S(=O)(=O)N([C@@H](C)CO)C[C@H]1C | 7[16.7 µM] | 0 | . | 0.2 | -5 | 0 | -6
C[C@H]1CCCCO[C@@H](CN(C)S(=O)(=O)c2cccs2)[C@@H](C)CN([C@@H](C)CO)C(=O)c2cc(NC(=O)Nc3ccc(C(F)(F)F)cc3)ccc2O1 | -12[16.7 µM] | -3 | 5 | 5.2 | 2 | -1 | -7
O=C(C[C@H]1CC[C@@H](NC(=O)Nc2ccc(C(F)(F)F)cc2)[C@H](CO)O1)NCc1ccccn1 | . | -3 | 2 | 2.5 | 4 | -2 | 0
COc1ccc(NC(=O)COC(=O)c2ccc(-n3cnnn3)cc2)c([N+](=O)[O-])c1 | . | 1 | -6 | 2.0 | 1 | -3 | -3
C[C@@H]1CN([C@@H](C)CO)C(=O)c2cccc(NS(=O)(=O)c3cn(C)cn3)c2O[C@@H]1CN(C)C(=O)Nc1ccc2c(c1)OCO2 | 1[16.7 µM] | 0 | 0 | -0.9 | 2 | -2 | -3
O=C1CSc2ccc(S(=O)(=O)NCc3ccccc3)cc2N1 | 41 | 0 | 4 | 1.4 | 0 | 3 | 14
CCCCCCn1c(SCCOC)nc2c1c(=O)[nH]c(=O)n2C | 1 | 5 | -1 | 2.3 | -2 | 1 | -3
CCc1noc(C)c1C(=O)OCC(=O)c1ccc(NC(=O)CC(C)C)cc1 | . | 0 | -1 | 0.8 | -5 | 1 | -6
CO[C@@H]1CN(C)C(=O)c2ccc(NC(=O)NC(C)C)cc2OC[C@H](C)NC[C@H]1C | 1[16.7 µM] | 0 | 1 | . | -5 | -1 | 7
COc1cc(OC)cc(-c2c(C#Cc3ccsc3)c3cc(-c4cccc5[nH]ccc45)ccc3n2C)c1 | 8 | 3 | -6 | 0.5 | . | -2 | -4
CCOc1ccccc1OCCCC(=O)N(CC)CC(=O)Nc1ccc(NC(C)=O)cc1 | -6 | 4 | 0 | 3.2 | -4 | -1 | -9
CCC(=O)N1[C@H](CO)[C@@H](c2ccccc2)C12CN(C(=O)c1ccc(F)cc1)C2 | . | -3 | -2 | -0.8 | 1 | -2 | 0
N#CCCNc1ccc(OCCC#N)cc1 | . | 3 | 3 | . | 3 | -1 | .
CCS(=O)(=O)N1CC(=O)N2[C@H](CO)[C@@H](c3ccc(C#CCc4ccccc4)cc3)[C@H]2C1 | . | 1 | 1 | 2.9 | 0 | 2 | -1
Cc1cc(=O)[nH]c(N/N=C/c2ccc(-c3ccc([N+](=O)[O-])cc3)o2)n1 | -2 | 4 | 0 | 1.1 | -7 | -4 | 7
C[C@@H]1C=C(C(=O)NCc2nc3ccccc3[nH]2)O[C@H](OCc2ccc(CO)cc2)C1 | -1 | -1&-1 | 4&-8 | -0.1&0.7 | -4 | 1 | -5&-12
COC(=O)c1sccc1N/N=C/c1cccc(OC)c1O | -2 | -1 | -6 | . | -3 | 1 | -7
O=C1SCCC1NS(=O)(=O)c1ccccc1[N+](=O)[O-] (stereo not given) | 0 | 10 | 3 | 3.4 | -1 | 4 | -1
CC(=O)n1cc([C@@H]2C=C(C(=O)O)O[C@H](OCc3ccc(CO)cc3)C2)c2ccccc21 | -1 | -2 | 5&0 | -2.5&-4.2 | 1 | 3&3 | 28*!
CCOC(=O)CNC(=O)Cn1cnc2c(cnn2-c2ccc(C)cc2)c1=O | 9 | -3 | 2 | -0.5 | -5 | -3 | 13
CC(C)(C)N(Cc1ccccc1)C(=O)COC(=O)/C=C/c1ccc2c(c1)OCO2 | 5 | -2 | 7 | -1.2 | 0 | -4 | 1
C[C@H](NC(=O)C[C@H]1C=C[C@H](NC(=O)Cc2ccccn2)[C@@H](CO)O1)c1ccccc1 | . | 1 | 0 | -0.4 | -2 | 3 | -2
COc1ccc(C2CC(=O)C3=C(C2)Nc2ccccc2N(C(=O)CCC(=O)O)C3c2ccc(F)cc2)cc1 (stereo not given) | -3 | 1 | -2 | 0.3 | -5 | 4 | 2
O=S(=O)(c1ccc(F)c(F)c1)N1CCN(CCc2ccccc2)CC1 | 1 | -2 | 3 | -1.2 | 1 | -4 | 10
Fc1cccc(-c2ccc(C3[C@H]4CNC[C@@H]3N4Cc3ccccc3F)cc2)c1 (stereo not given in full) | . | -2 | 0 | -2.0 | 0 | 1 | -5
O=c1cc(O)c2ccccc2[nH]1 | 3 | -3 | -6 | -3.0 | -1 | -2 | -3
C[C@H]1CN([C@@H](C)CO)C(=O)c2cc(C#CCN(C)C)cnc2O[C@H]1CN(C)Cc1ccc(-c2ccccc2)cc1 | -2[16.7 µM] | 1 | -4 | -5.6 | -7 | 1 | 7
COc1ccc(/C=C/C(=O)C23CC4CC(CC(C4)C2)C3)cc1CN1CCOCC1 | . | -3 | -6 | . | -8 | -1 | -5
O=C(Nc1c2c(nn1-c1ccc(F)cc1)CS(=O)C2)c1ccc(Br)o1 (stereo not given) | -1 | 2 | -9 | 0.1 | -1 | -1 | 1
CC(NC(=O)c1cccc(C(F)(F)F)c1)C(c1ccccc1)N1CCOCC1 (stereo not given) | . | 7 | 3 | -4.8 | -2 | 2 | 3
CO[C@@H]1CN(C)C(=O)c2cc(NS(C)(=O)=O)ccc2OC[C@H](C)N(S(C)(=O)=O)C[C@H]1C | -1[16.7 µM] | 0 | 3 | 0.1 | -2 | 2 | 3
Cc1ccc(S(=O)(=O)N(C)C[C@@H]2Oc3ccc(NC(=O)CCC(F)(F)F)cc3CC(=O)N([C@H](C)CO)C[C@H]2C)cc1 | -2[16.7 µM] | -1 | -1 | 4.1 | 0 | 0 | -5
Cc1noc(C)c1NC(=O)Nc1cccc2c1O[C@@H](CN(C)S(=O)(=O)c1ccc(Cl)cc1)[C@@H](C)CN([C@H](C)CO)C2=O | -2[16.7 µM] | 1 | 15 | -0.5 | 5 | 2 | 1
COCC#Cc1ccc2c(c1)O[C@H](CN(C)C(=O)C1CCOCC1)[C@H](C)CN([C@@H](C)CO)S2(=O)=O | -7[16.7 µM] | 2 | -2 | 0.5 | -6 | -2 | -6
O=C(COc1ccc(F)c(Cl)c1)c1ccc[nH]1 | -3 | 4 | -8 | . | 1 | 4 | .
CCC(C(=O)N1CCOCC1)n1c2ccccc2c2nc(=O)cc(C)n21 (stereo not given) | -1 | 1 | 4 | -3.1 | -3 | 1 | 1
CCOc1ccccc1NC(=O)CSc1nnc(CNC(=O)c2cccs2)o1 | 1 | -3 | -5 | 2.6 | 0 | 6 | -5
CO[C@@H]1CN(C)C(=O)c2cc(NC(=O)Nc3cccc(F)c3)ccc2OC[C@@H](C)N(C(C)=O)C[C@H]1C | -4[16.7 µM] | -1 | -13 | -1.7 | -1 | 1 | 0
O=C(CC1OC(=O)c2ccccc21)Nc1ccc(Cl)c(S(=O)(=O)N2CCCCC2)c1 (stereo not given) | -3 | 0 | 1 | 1.3 | 2 | 2 | -11
N#CC1=C(N)Oc2n[nH]c(-c3cccs3)c2C1c1ccccc1C(=O)O (stereo not given) | -4 | 0 | 1 | -0.8 | 5 | 5 | -5
O=C(Nc1cnccn1)c1cccnc1 | -2 | -3 | 3 | 2.1 | 2 | 2 | -1
CN(CC(=O)Nc1cccc(F)c1)C(=O)c1cc(-c2ccco2)nc2ccccc12 | -5 | -2 | 3 | 3.3 | -12 | 10 | ?
CCc1ccc(-c2cc(C)no2)cc1S(=O)(=O)N1CCC(C)CC1 | 16 | -2 | 1 | 1.9 | 0 | 0 | 9

Additional records follow:
SMILES | miR122 inh | ERAP1 HTS inh | ERp5 inh | F508del corr | SIRT5 inh | Casp6 inh | DENV2 CPE rescue
O=C(CC(F)(F)F)N1C[C@@H]2[C@H](c3ccccc31)[C@@H](CO)N2C(=O)c1cccnc1 | -9[16.7 µM] | 0 | 5 | -1.3 | 0 | -1 | 23*
CCCC#Cc1ccc([C@H]2[C@H](CO)N3CCCCN(S(=O)(=O)Cc4ccccc4)C[C@@H]23)cc1 | -8[16.7 µM] | -2 | -1 | 0.0 | 4 | -5 | 1
Cc1ccc(NC(=O)c2cccs2)cc1 | 1 | 13 | 1 | -0.7 | -1 | 1 | -3
Cc1ccc(S(=O)(=O)N2CCN(C(=O)COC(=O)CCOc3cc(C)ccc3C)CC2)cc1 | -2 | 0 | 16 | 0.9 | -3 | 1 | -2

Structures listed so far containing a cyano group, in the order listed:
SMILES | miR122 inh | ERAP1 HTS inh | ERp5 inh | F508del corr | SIRT5 inh | Casp6 inh | DENV2 CPE rescue
CCCN(C)C[C@H]1Oc2cc(-c3cccc(C#N)c3)ccc2S(=O)(=O)N([C@H](C)CO)C[C@H]1C | -3[16.7 µM] | -1 | 5 | -0.5 | -6 | -1 | 4
N#CCCNc1ccc(OCCC#N)cc1 | . | 3 | 3 | . | 3 | -1 | .
N#CC1=C(N)Oc2n[nH]c(-c3cccs3)c2C1c1ccccc1C(=O)O (stereo not given) | -4 | 0 | 1 | -0.8 | 5 | 5 | -5
